Source: PubChem BioAssay (several laboratories)
MgcRacGAP inhibition: MgcRacGAP GTPase-activating activity inhibitors, confirmation, biochemical, ADP Hunter fluorescence; Rac GTPase-activating protein 1 (Homo sapiens); MgcRacGAP-stimulated Rac1 GTP hydrolysis, ADP Hunter fluorescence; higher % means a stronger effect; GST-tagged Rac1 F28L mutant substrate; inhibition, % at 30 µM, or IC50 in µM where a hit was titrated; 340,000 tested, 0.6% active;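 active = first-screen hits whose inhibition reached a set limit at any dose in the follow-up dose series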;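 note: fluorescence reports GDP produced by GAP-driven GTP hydrolysis; strong numbers were not always called active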
LYP inhibition: inhibitors of LYP phosphatase, biochemical, fluorescence intensity, uHTS (AID 1779) | Tyrosine-protein phosphatase non-receptor type 22 (Homo sapiens) | recombinant LYP phosphatase, fluorescence intensity; higher % means a stronger effect | inhibition, % at 11.5 µM, or IC50 in µM where a hit was titrated | 290,000 tested, 0.054% active; in the data active = inhibition above about 50%;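 note: plate controls were vehicle with enzyme for no effect and no enzyme for full effect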
GPR55 LPI antagonism: GPR55 antagonists blocking LPI-driven arrestin recruitment, primary screen, imaging, U2OS, beta-arrestin-GFP, LPI agonist (AID 2013). G-protein coupled receptor 55 (Homo sapiens). U2OS GPR55 beta-arrestin-GFP translocation imaging, LPI antagonism; higher % means a stronger effect. inhibition, % at 10 µM; hits with a dose series show IC50 in µM. 290,000 tested, 0.13% active;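 active = spots per cell inhibited over 60%, with over 100 cells counted and total cytoplasm intensity under 500,000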;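 note: U2OS cells stably carrying GPR55 and arrestin-GFP stimulated by 5 µM LPI near EC80; imaged beta-arrestin-GFP aggregate spots per cell after agonist stimulation; plate controls were LPI-stimulated DMSO wells for no effect and DMSO wells without LPI for full effect; some results filed as inactive read as strong as hits; confirmed hits need IC50 under 10 µM and bright autofluorescent wells are also inconclusive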
Myeloid diff MLP: induction of myeloid progenitor differentiation, primary screen, cell-based, flow cytometry, MLPCN library; calls only at 10 µM; ER-HoxA9 myeloid progenitors, lysozyme-GFP differentiation; 360,000 tested, 1% active;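 active = normalized GFP-positive differentiation at or above the plate's own cutoff, the solvent-only control mean plus 3 SD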;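 note: cells exposed to compound for four days before flow analysis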
GPR35 antagonists: GPR35 antagonists blocking zaprinast-driven arrestin recruitment, primary screen, imaging, U2OS, beta-arrestin-GFP, zaprinast agonist (AID 2058). G-protein coupled receptor 35 (Homo sapiens). U2OS GPR35 beta-arrestin-GFP translocation imaging, zaprinast antagonism; higher % means a stronger effect. inhibition, % at 10 µM, or IC50 in µM where a hit was titrated. 290,000 tested, 0.052% active;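 active = inhibition of at least 50% with at least 30 cells and total cytoplasm GFP at most 10,000,000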
HIV peptide binding: inhibitors of HIV fusion peptide binding, primary screen, biochemical, uHTS, fluorescence dequenching (AID 1986); cell-free peptide binding, fluorescence dequenching, 30 min; higher % means a stronger effect; inhibition, % at 20 µM; hits with a dose series show IC50 in µM; 290,000 tested, 0.3% active; in the data active = inhibition mostly above about 52%, no sharp cut-off; inactive = mostly below about 76%; note: some results filed as inactive read as strong as hits
NTR1 ag: agonists of NTR1, primary screen, imaging, U2OS cells, beta-arrestin-GFP, high content (AID 493036). Neurotensin receptor type 1 (Homo sapiens), P30989. NTR1-U2OS beta-arrestin-GFP spot imaging, agonist mode. activation, % at 20 µM. 330,000 tested, 0.17% active;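 active = activation at or above 40% of the spot to cytoplasm intensity ratio, with at least 20 cells analyzed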;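 note: 0% = DMSO without peptide and 100% = 100 nM NTR1 peptide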
Target sequence (P30989 whole entry, looked up): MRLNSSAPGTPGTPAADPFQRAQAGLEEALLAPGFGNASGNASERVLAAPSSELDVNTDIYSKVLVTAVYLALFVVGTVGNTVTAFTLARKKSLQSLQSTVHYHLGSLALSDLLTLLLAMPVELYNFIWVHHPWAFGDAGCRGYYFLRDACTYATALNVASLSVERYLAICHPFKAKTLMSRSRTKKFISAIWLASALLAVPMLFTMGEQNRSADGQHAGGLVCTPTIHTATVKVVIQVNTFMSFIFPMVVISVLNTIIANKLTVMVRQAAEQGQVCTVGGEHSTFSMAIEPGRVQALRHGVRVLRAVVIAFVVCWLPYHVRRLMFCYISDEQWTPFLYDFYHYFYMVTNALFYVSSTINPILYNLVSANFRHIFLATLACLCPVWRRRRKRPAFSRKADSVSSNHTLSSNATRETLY
Salmonella PhoP GFP: inhibitors of PhoP regulon expression, primary screen, Salmonella Typhimurium, GFP reporter (AID 1863); S. Typhimurium PhoP-regulated promoter GFP reporter, 4 h; higher % means a stronger effect; inhibition, % at 50 µM; hits with a dose series show IC50 in µM; 300,000 tested, 0.16% active;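 active = inhibition over 29.93%, a cutoff 3 SD above the screen mean, later confirmed by dose response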;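 note: 0% = low Mg2+ inducing control and 100% = high Mg2+ repressing control; strong numbers were not always called active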
SIAH1 antagonists: Siah-1 peptide-binding antagonists, primary screen, biochemical, fluorescence polarization, rhodamine-plectin, uHTS (AID 1817); Siah-1 / rhodamine-plectin peptide fluorescence polarization; higher % means a stronger effect; 290,000 tested, 0.02% active; displacement, % at 20 µM; hits with a dose series show IC50 in µM;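 active = displacement of at least 50% at 20 µM, with a fluorescence ratio check between 0.3 and a set limit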;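 note: plate controls were Siah plus tracer with DMSO for no effect and tracer alone without Siah for full effect; strong numbers were not always called active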
NTR1 ag cell count 20 µM: recorded beside NTR1 ag, whose call it bears; cell count; measured here: cell count, cytotoxicity flag
Myeloid diff MLP GFP+ MAC1+ %: recorded beside Myeloid diff MLP, whose call it bears; GFP+ MAC1+ double positive, %; measured here: differentiation confirmed by MAC1 staining
Starred values were filed as active, the others as inactive.

Screening CNC(=O)/C(C#N)=C\c1ccc(CNS(=O)(=O)c2ccc(Cl)cc2)o1 returned MgcRacGAP inhibition 5.0%, LYP inhibition -0.2%, GPR55 LPI antagonism -4.5%, Myeloid diff MLP inactive, GPR35 antagonists 0.2%, HIV peptide binding 0.8%, NTR1 ag 0.2, Salmonella PhoP GFP -2.5%, SIAH1 antagonists 0.4%, NTR1 ag cell count 20 µM 32 and Myeloid diff MLP GFP+ MAC1+ % 0.3.
`CCC1CCCCN1CCCNC(=O)C1CCCN(S(=O)(=O)N2CC(C)CC(C)C2)C1` (centres undefined) gave MgcRacGAP inhibition 8.2%, LYP inhibition -8.3%, GPR55 LPI antagonism -6.0%, Myeloid diff MLP inactive, GPR35 antagonists 4.2%, HIV peptide binding -1.3%, NTR1 ag -0.3, Salmonella PhoP GFP 6.4%, SIAH1 antagonists -2.3%, NTR1 ag cell count 20 µM 64 and Myeloid diff MLP GFP+ MAC1+ % 6.4.
Screening CC1(OC(=O)C2CCCC2)C(=O)C=C2C=C(c3ccsc3)N(CCN3CCOCC3)C=C2C1=O (centres undefined) returned LYP inhibition -10.2%, GPR55 LPI antagonism -0.7%, GPR35 antagonists -4.3%, HIV peptide binding 5.2%, NTR1 ag 3.4, Salmonella PhoP GFP -0.6%, SIAH1 antagonists 4.7% and NTR1 ag cell count 20 µM 79.
For CC(NS(=O)(=O)c1ccc(Cl)cc1)C(c1cccs1)N1CCN(C)CC1 (centres undefined) the results were MgcRacGAP inhibition 6.0%, LYP inhibition -3.1%, GPR55 LPI antagonism 0.0%, Myeloid diff MLP inactive, GPR35 antagonists -17.1%, HIV peptide binding 3.2%, NTR1 ag -0.5, Salmonella PhoP GFP -9.9%, SIAH1 antagonists 8.8%, NTR1 ag cell count 20 µM 47 and Myeloid diff MLP GFP+ MAC1+ % 0.6.
`COc1ccc(OC)c(NC(=O)C(=O)NCCC2=CCCCC2)c1` gave MgcRacGAP inhibition 6.9%, LYP inhibition 1.3%, GPR55 LPI antagonism 2.9%, Myeloid diff MLP inactive, GPR35 antagonists -13.0%, HIV peptide binding -1.2%, NTR1 ag 6.6, Salmonella PhoP GFP 0.3%, SIAH1 antagonists 10.8%, NTR1 ag cell count 20 µM 35 and Myeloid diff MLP GFP+ MAC1+ % 0.5.
`O=C(c1ccco1)N1CCN(C(=O)c2cnn3c2NC(c2cccs2)CC3C(F)(F)F)CC1` (centres undefined) gave MgcRacGAP inhibition 1.4%, LYP inhibition 2.5%, GPR55 LPI antagonism 3.3%, Myeloid diff MLP inactive, GPR35 antagonists -4.1%, HIV peptide binding 0.0%, NTR1 ag 0.1, Salmonella PhoP GFP 1.0%, SIAH1 antagonists 0.4%, NTR1 ag cell count 20 µM 57 and Myeloid diff MLP GFP+ MAC1+ % 7.6.
For COC(C[C@@H]1O[C@@H]1C(=O)COCc1ccccc1)OC the results were MgcRacGAP inhibition 2.1%, LYP inhibition -12.8%, GPR55 LPI antagonism 1.2%, Myeloid diff MLP inactive, GPR35 antagonists -9.7%, HIV peptide binding 0.7%, NTR1 ag 2.3, Salmonella PhoP GFP -3.5%, SIAH1 antagonists -3.5%, NTR1 ag cell count 20 µM 77 and Myeloid diff MLP GFP+ MAC1+ % 0.8.
CC(C)n1cc(C(=O)N2CCCC(N3CCN(c4ccc(F)cc4)CC3)C2)cn1 (centres undefined) was read as MgcRacGAP inhibition 7.1%, LYP inhibition -4.7%, GPR55 LPI antagonism 2.1%, Myeloid diff MLP inactive, GPR35 antagonists 0.6%, HIV peptide binding 0.7%, NTR1 ag -0.7, Salmonella PhoP GFP 48.8%, SIAH1 antagonists -0.3%, NTR1 ag cell count 20 µM 67 and Myeloid diff MLP GFP+ MAC1+ % 2.0.
Screening CCOC(=O)N1CCC(NC(=O)Cn2ncc3c2-c2cc(C)ccc2OC3)CC1 returned MgcRacGAP inhibition -0.4%, LYP inhibition -6.1%, GPR55 LPI antagonism 0.4%, Myeloid diff MLP inactive, GPR35 antagonists -6.2%, HIV peptide binding -0.2%, NTR1 ag -2.5, Salmonella PhoP GFP 9.8%, SIAH1 antagonists -6.2%, NTR1 ag cell count 20 µM 54 and Myeloid diff MLP GFP+ MAC1+ % 4.4.
Cc1ccc(/C=C/C2=NN(C)C(=O)CC2)cc1 was read as MgcRacGAP inhibition 5.8%, LYP inhibition -0.2%, GPR55 LPI antagonism 14.0%, Myeloid diff MLP inactive, GPR35 antagonists -9.8%, HIV peptide binding -0.1%, NTR1 ag 1.4, Salmonella PhoP GFP 5.6%, SIAH1 antagonists 0.4%, NTR1 ag cell count 20 µM 41 and Myeloid diff MLP GFP+ MAC1+ % 0.1.
`CCOc1ccc(S(=O)(=O)NN=C2CCN(C(C)=O)CC2)cc1` gave MgcRacGAP inhibition 5.8%, LYP inhibition -3.9%, GPR55 LPI antagonism -4.5%, Myeloid diff MLP inactive, GPR35 antagonists 6.5%, HIV peptide binding -1.3%, NTR1 ag -0.3, Salmonella PhoP GFP -4.9%, SIAH1 antagonists 5.3%, NTR1 ag cell count 20 µM 45 and Myeloid diff MLP GFP+ MAC1+ % 0.2.
`COCc1cc(C)nc(OCC(=O)N/N=C/c2ccccc2O)c1C#N` gave MgcRacGAP inhibition 9.0%, LYP inhibition 0.0%, GPR55 LPI antagonism 10.4%, Myeloid diff MLP inactive, GPR35 antagonists -4.7%, HIV peptide binding 2.1%, NTR1 ag -1.1, Salmonella PhoP GFP 12.6%, SIAH1 antagonists 0.2%, NTR1 ag cell count 20 µM 20 and Myeloid diff MLP GFP+ MAC1+ % 0.7.
Screening CCC(C(=O)OC)n1cnc2c(nnn2-c2cccc(Cl)c2)c1=O (centres undefined) returned MgcRacGAP inhibition -2.8%, LYP inhibition -10.1%, GPR55 LPI antagonism 8.7%, Myeloid diff MLP inactive, GPR35 antagonists 1.4%, HIV peptide binding -1.5%, NTR1 ag -1.3, Salmonella PhoP GFP 5.2%, SIAH1 antagonists -3.9%, NTR1 ag cell count 20 µM 55 and Myeloid diff MLP GFP+ MAC1+ % 1.1.
`CCCCC(=O)Nc1cc([N+](=O)[O-])ccc1F` gave MgcRacGAP inhibition 0.7%, LYP inhibition -0.5%, GPR55 LPI antagonism 14.0%, Myeloid diff MLP inactive, GPR35 antagonists 21.4%, HIV peptide binding 0.5%, NTR1 ag -0.1, Salmonella PhoP GFP 5.3%, SIAH1 antagonists 2.7%, NTR1 ag cell count 20 µM 35 and Myeloid diff MLP GFP+ MAC1+ % 0.3.
`O=C(Nc1ccc2c(c1)OCO2)c1ccc(N2C(=O)c3ccccc3C2=O)cc1` gave MgcRacGAP inhibition 2.7%, LYP inhibition -10.6%, GPR55 LPI antagonism -5.3%, Myeloid diff MLP inactive, GPR35 antagonists 2.9%, HIV peptide binding -1.8%, NTR1 ag 0.6, Salmonella PhoP GFP -8.0%, SIAH1 antagonists -3.5%, NTR1 ag cell count 20 µM 77 and Myeloid diff MLP GFP+ MAC1+ % 0.1.
COc1ccc(OCc2ccc(C(=O)O)cc2)cc1 was read as MgcRacGAP inhibition -0.2%, LYP inhibition -0.3%, GPR55 LPI antagonism 12.7%, Myeloid diff MLP inactive, GPR35 antagonists -4.7%, HIV peptide binding 0.9%, NTR1 ag -2.0, Salmonella PhoP GFP -12.2%, SIAH1 antagonists 2.9%, NTR1 ag cell count 20 µM 97 and Myeloid diff MLP GFP+ MAC1+ % 1.0.
`CC1CCC(NCC(=O)Nc2cccc(S(N)(=O)=O)c2)CC1` (centres undefined) gave MgcRacGAP inhibition 22.2%, LYP inhibition 0.8%, GPR55 LPI antagonism -3.1%, Myeloid diff MLP inactive, GPR35 antagonists 6.3%, HIV peptide binding -1.3%, NTR1 ag 0.9, Salmonella PhoP GFP -0.3%, SIAH1 antagonists 5.5%, NTR1 ag cell count 20 µM 49 and Myeloid diff MLP GFP+ MAC1+ % 0.7.
Screening COc1ccc(/C=N/NC(=O)c2cc(-c3ccccc3)nc3ccccc23)c(C(=O)O)c1OC returned MgcRacGAP inhibition 8.4%, LYP inhibition -1.6%, GPR55 LPI antagonism 4.1%, Myeloid diff MLP inactive, GPR35 antagonists 3.4%, HIV peptide binding 4.6%, NTR1 ag 1.2, Salmonella PhoP GFP -0.2%, SIAH1 antagonists -0.2%, NTR1 ag cell count 20 µM 85 and Myeloid diff MLP GFP+ MAC1+ % 0.2.
For Cc1ccc(N2C(=O)c3ccccc3C2O)nc1 (centres undefined) the results were LYP inhibition -3.2%, GPR55 LPI antagonism 2.7%, GPR35 antagonists -9.4%, HIV peptide binding -0.6%, Salmonella PhoP GFP 6.7% and SIAH1 antagonists -1.5%.
For CS(=O)(=O)N(CCc1ccccc1)CC(=O)N1CCN(Cc2ccc3c(c2)OCO3)CC1 the results were MgcRacGAP inhibition 4.8%, LYP inhibition -5.2%, GPR55 LPI antagonism -9.2%, Myeloid diff MLP inactive, GPR35 antagonists 5.0%, HIV peptide binding -0.9%, NTR1 ag -1.3, Salmonella PhoP GFP 1.1%, SIAH1 antagonists -1.4%, NTR1 ag cell count 20 µM 74 and Myeloid diff MLP GFP+ MAC1+ % 0.7.
For Cc1c(C)c(C)c(S(=O)(=O)Nc2ccc3[nH]c(=O)[nH]c3c2)c(C)c1C the results were MgcRacGAP inhibition 7.5%, LYP inhibition -8.9%, GPR55 LPI antagonism 14.0%, Myeloid diff MLP inactive, GPR35 antagonists -11.5%, HIV peptide binding 0.2%, NTR1 ag 0.1, Salmonella PhoP GFP 0.1%, SIAH1 antagonists -1.2%, NTR1 ag cell count 20 µM 50 and Myeloid diff MLP GFP+ MAC1+ % 6.2.
O=C(COC(=O)/C=C/c1ccccc1Cl)NCc1ccccc1 was read as MgcRacGAP inhibition 7.2%, LYP inhibition -3.9%, GPR55 LPI antagonism 5.3%, Myeloid diff MLP inactive, GPR35 antagonists -33.0%, HIV peptide binding 3.9%, NTR1 ag 0.2, Salmonella PhoP GFP -7.2%, SIAH1 antagonists 11.0%, NTR1 ag cell count 20 µM 67 and Myeloid diff MLP GFP+ MAC1+ % 1.0.
